NTR1 ag – NTR1-driven beta-arrestin-GFP spot formation – imaging, U2OS cells, high content, primary screen (AID 493036). P30989. agonist mode. activation, % at 20 µM. hit rate 0.17% among 330,000;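 active means activation at or above 40% of the spot to cytoplasm intensity ratio, with at least 20 cells analyzed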;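 further: 0% = DMSO without peptide and 100% = 100 nM NTR1 peptide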
Target sequence (P30989 whole entry, looked up): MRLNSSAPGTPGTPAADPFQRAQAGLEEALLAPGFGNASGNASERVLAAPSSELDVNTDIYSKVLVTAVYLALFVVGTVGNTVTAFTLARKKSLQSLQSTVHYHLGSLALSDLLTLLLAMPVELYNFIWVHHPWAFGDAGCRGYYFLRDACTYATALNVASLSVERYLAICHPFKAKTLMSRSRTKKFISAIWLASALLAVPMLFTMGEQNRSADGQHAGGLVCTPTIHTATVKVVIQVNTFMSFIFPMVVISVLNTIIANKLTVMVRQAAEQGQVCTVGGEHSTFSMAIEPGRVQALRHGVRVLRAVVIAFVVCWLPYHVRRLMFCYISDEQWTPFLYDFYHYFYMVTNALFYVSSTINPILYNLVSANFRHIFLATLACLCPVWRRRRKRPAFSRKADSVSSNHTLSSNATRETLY
T cell HTS – T cell immune modulation candidate; 2C CD8+ T cell-vesicle binding, flow cytometry; hits give low values; calls only at 7 µM; hit rate 0.068% among 330,000; AID 2052;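 active means response, share of CD8 T cells binding vesicles, and their 90th percentile fluorescence all below set limits, cut at about 80% in these data, passing the limit was not always enough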
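Material: 2C TCR transgenic mouse naive CD8+ T cells, MACS-purified. Also added: QL9-charged Drosophila Ld/ICAM-1/B7-1 vesicles. Timing: binding 1.5 h at 37 °C. Measured by: high-throughput flow cytometry with anti-B7-1 and anti-CD8 staining. Read-out: percent CD8+ FL2 mean versus row control. Controls: Unloaded micro-vesicles (low), QL9 vesicles with 0.7% DMSO (high).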
MgcRacGAP inhibition – MgcRacGAP GTPase-activating activity inhibitors, confirmation, biochemical, ADP Hunter fluorescence | inhibition, % at 30 µM, or IC50 in µM where a hit was titrated | hit rate 0.6% among 340,000 | MgcRacGAP-stimulated Rac1 GTP hydrolysis, ADP Hunter fluorescence; higher % means a stronger effect; GST-tagged Rac1 F28L mutant substrate;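 active means first-screen hits whose inhibition reached a set limit at any dose in the follow-up dose series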;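 further: fluorescence reports GDP produced by GAP-driven GTP hydrolysis; strong numbers were not always called active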
T cell HTS vesicle-bound % – recorded beside T cell HTS, whose call it bears; double positive events, %; measured here: CD8+ vesicle-bound cell fraction;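 binding gate set so that unloaded-vesicle control wells show 10% double positive cells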
NTR1 ag cell count 20 µM – recorded beside NTR1 ag, whose call it bears; cell count; measured here: cell count, cytotoxicity flag
An asterisk follows results filed as active; i = inactive.

SMILES	NTR1 ag	NTR1 ag cell count 20 µM	T cell HTS	T cell HTS vesicle-bound %	MgcRacGAP inhibition
CCN(CC(=O)Nc1ccc(Br)cc1F)CC(=O)NC1CCS(=O)(=O)C1 (stereo not given)	1.0	43	i	48	1%
O=C(N[C@H]1C/C=C\C[C@H](CC(=O)N(CCO)Cc2ccccc2)C(=O)NC[C@H](c2ccccc2)OC1=O)OCC1c2ccccc2-c2ccccc21	-0.9	43	i	12	-2%
Cc1cc(OCC(=O)NCCCN2CCOCC2)cc(C)c1Cl	-1.4	98	i	37	6%
Cc1cc(C)c(C)c(S(=O)(=O)N2CCN(C(=O)CNC(=O)c3ccco3)CC2)c1C	-2.5	50	i	20	-5%
O=C(CN1CCN(c2ccc(O)cc2)CC1)Nc1ccc(S(=O)(=O)N2CCCC2)cc1	-0.8	45	i	19	21%
Cc1nn(CC(=O)NC2(C)CCS(=O)(=O)C2)c(C)c1S(=O)(=O)N(C)C (stereo not given)	-1.2	61	i	28	0%
CC1CCCCC1NC(=O)COC(=O)CCC(=O)c1cccs1 (stereo not given)	-1.3	60	i	42	6%
Cc1ccccc1SCC(=O)OCC(=O)N1CC(=O)Nc2ccccc21	0.1	47	i	44	3%
COc1ccc(NC(=O)Nc2cccc3c2O[C@H](CN(C)C(=O)Nc2ccc4c(c2)OCO4)[C@@H](C)CN([C@H](C)CO)C3=O)cc1	-0.1	61	i	7	8%
O=C(COC(=O)COc1ccccc1F)Nc1cccc(S(=O)(=O)N2CCCCC2)c1	-1.1	70	i	55	4%
COc1cc(C(=O)NNC(=O)c2cccc(Cl)c2)ccc1OCC(=O)N1CCOCC1	0.3	61	i	51	5%
CC(=O)Nc1ccc(S(=O)(=O)NCCC(=O)NCCOc2ccccc2)cc1	2.7	56	i	22	5%

3 successive entries out of the list so far, for reference:
SMILES	NTR1 ag	NTR1 ag cell count 20 µM	T cell HTS	T cell HTS vesicle-bound %	MgcRacGAP inhibition
CCN(CC(=O)Nc1ccc(Br)cc1F)CC(=O)NC1CCS(=O)(=O)C1 (stereo not given)	1.0	43	i	48	1%
O=C(N[C@H]1C/C=C\C[C@H](CC(=O)N(CCO)Cc2ccccc2)C(=O)NC[C@H](c2ccccc2)OC1=O)OCC1c2ccccc2-c2ccccc21	-0.9	43	i	12	-2%
Cc1cc(OCC(=O)NCCCN2CCOCC2)cc(C)c1Cl	-1.4	98	i	37	6%

Remaining list, next part.
SMILES	NTR1 ag	NTR1 ag cell count 20 µM	T cell HTS	T cell HTS vesicle-bound %	MgcRacGAP inhibition
Cc1ccc(S(=O)(=O)N2CCN(c3nc(CN4CCCC4)nc4sc(C)c(C)c34)CC2)cc1	12	84	i	42	6%
Cc1csc(SCC(=O)Nc2ccc(C)c(F)c2)n1	0.8	41	i	33	1%
CC(C)(C)OC(=O)C[C@H]1C/C=C\C[C@H](CC(=O)NCCO)C(=O)NC[C@@H](c2ccccc2)OC1=O	0.9	39	i	24	7%
O=C(NC1CCN(Cc2ccc(Cl)cc2)CC1)c1cn(-c2ccccc2)nc1-c1cccnc1	2.3	71	i	30	3%
CC(C)CCN(C(=O)c1ccncc1)c1c(N)n(Cc2ccccc2)c(=O)[nH]c1=O	-2.6	58	i	39	-2%
COc1cccc2sc3cc(NCc4ccc5c(c4)OCO5)ccc3c(=O)c12	9.2	68	i	22	3%
O=c1ccc2c(-c3ccccc3S(=O)(=O)O)c3ccc(O)c(O)c3oc-2c1O	5.2	67	i	26	42%
Cc1ccc(NC(=O)C2COc3ccccc3O2)cc1S(=O)(=O)N1CCCCC1 (stereo not given)	3.2	62	i	23	8%
CC/C=C(\NC(C)=O)c1ccccc1	2.0	47	i	44	6%
Cn1c(CC(=O)NNC(=O)c2ccc(F)cc2F)nc2ccccc21	0.9	53	i	28	4%
CC(C)c1ccc(NC(=O)COC(=O)CC2CCCC2)cc1	1.4	71	i	33	3%
Cn1cc(C(=O)NCC(=O)Nc2ccccc2Br)cn1	-2.6	61	i	50	18%
O=C(CCc1nc(-c2ccccc2)no1)NCc1ccccc1CN1CCOCC1	0.7	65	i	38	6%
CSc1nc(N)nc2c1ncn2CC(=O)N[C@H](C)c1cccc2ccccc12	6.1	66	i	13	9%
Cc1noc(C)c1COc1ccccc1C(=O)N(C)Cc1ccco1	2.2	55	i	30	8%
COc1ccc(C(=O)OCC(=O)Nc2ccc(N3CCOCC3)cc2)cc1OC	-0.2	60	i	39	2%
CC1(c2ccccc2Br)NC(=O)N(CC(=O)NC2CCCCC2)C1=O (stereo not given)	-2.2	47	i	36	0%
COc1ccccc1OCc1ccc(C(=O)Nc2ccccc2)cc1	-1.7	66	i	28	2%
COc1ccc(S(=O)(=O)Nc2cccc3c2O[C@H](CN(C)Cc2ccc(Cl)c(Cl)c2)[C@@H](C)CN([C@H](C)CO)C3=O)cc1	5.7	53	i	23	5%
CCc1noc(C)c1C(=O)N(CC)CC(=O)Nc1cc(Cl)ccc1C	-0.8	68	i	10	3%
O=C(CN1CCSC1=O)N1CCN(S(=O)(=O)c2ccc(Cl)cc2)CC1	-3.3	57	i	25	7%
C[C@H](CO)N1C[C@H](C)[C@@H](CN(C)Cc2ccc3c(c2)OCO3)Oc2c(NS(=O)(=O)c3cn(C)cn3)cccc2C1=O	-0.4	55	i	11	8%
O=C(CNC(=O)c1ccc(N2CCCC2=O)cc1)Nc1ccc(F)c(F)c1F	0.5	40	i	35	1%
Cc1ccc(S(=O)(=O)N2CCOCC2)cc1NC(=O)COC(=O)c1cncc(Br)c1	0.7	53	i	48	5%
COc1ccc(OC)c(CN2CCN(C(=O)CNC(=O)c3ccc(C(C)(C)C)cc3)CC2)c1	-0.3	54	i	5	8%
CCOC(=O)c1cccc(C2=CC(=O)CC(C)(C)C2)c1	1.4	62	i	36	4%
COc1cc2c(C#Cc3cccnc3)c(-c3ccsc3)oc(=O)c2cc1OC	4.7	51	i	17	10%
C=CC[C@]12CC=CC(=O)[C@@]1(O)O[C@H](c1ccc(OC)c(OC)c1)[C@H]2C	9.8	80	i	55	1%
CC1Cc2ccccc2N1C(=O)c1ccc(F)c(S(=O)(=O)N2CCOCC2)c1 (stereo not given)	-1.8	65	i	40	1%
COc1ccc([C@H]2CC(=O)C=C(/C=C/c3ccccc3)C2)cc1	2.0	63	i	45	3%
Cc1onc(-c2ccccc2)c1C(=O)NCC(=O)Nc1cc(Cl)ccc1Cl	0.0	44	i	52	1%
Cc1cccc(C)c1NC(=O)CN1CCN(CC(=O)c2cc(C)n(C3CC3)c2C)CC1	1.1	50	i	38	11%
CNC(=O)COC(=O)C1CCN(S(=O)(=O)c2ccc3c(c2)OCCO3)CC1	-2.3	63	i	14	12%
COC(=O)C(OC(=O)c1ccccc1)C(C)Br (stereo not given)	0.4	68	i	36	-4%
CN(C(=O)CCc1nc2ccccc2c(=O)[nH]1)C1CCS(=O)(=O)C1 (stereo not given)	-1.3	43	i	28	5%
O=C(Nc1ccc(Cl)cc1)c1nc[nH]c1C(=O)NCCN(CCNC(=O)c1[nH]cnc1C(=O)Nc1ccc(Cl)cc1)CCNC(=O)c1[nH]cnc1C(=O)Nc1ccc(Cl)cc1	9.6	52	i	28	12%
Cc1ccc(S(=O)(=O)/N=C(/Nc2nc(C)cs2)c2ccccc2)cc1	5.0	66	i	41	1%
COc1ccc(NS(=O)(=O)c2cc(NC(=O)COc3ccccc3)ccc2N2CCOCC2)cc1	0.1	65	i	44	3%
Cc1cccc(C)c1NC(=O)CNC(=O)c1cccc(S(=O)(=O)NCc2cccs2)c1	-0.6	65	i	18	7%
CCCn1nc(C(=O)NNC(=O)c2cccc(C)c2)c2ccccc2c1=O	1.9	65	i	55	0%
Cc1cc(C)n(-c2ccc(C(=O)OCC(=O)Nc3ccc(S(N)(=O)=O)cc3)cc2)n1	-0.2	57	i	54	3%
O=C(CN1C(=O)NC2(CCCCC2)C1=O)NCCCSc1ccccc1	-0.8	51	i	37	4%
CCN(C[C@H]1N[C@@](CC)(C(=O)OC)[C@H]2C(=O)N(Cc3ccccc3)C(=O)[C@@H]12)C(=O)C1CCCCC1	-0.8	43	i	9	7%
O=C(NCc1ccccc1Cl)c1cccc2c1C(=O)c1ccc(-c3ccc(OC(F)(F)F)cc3)cc1S2(=O)=O	14	60	i	34	9%
CCn1c(SC(C)C(=O)Nc2ccc3c(c2)OCCO3)nnc1C1CC1 (stereo not given)	1.4	51	i	15	2%
O=C(COC(=O)c1cccc(O)c1)Nc1ccc(S(=O)(=O)N2CCOCC2)cc1	-1.8	88	i	31	4%
CCN(CC)S(=O)(=O)c1cc(NC(=O)COC(=O)c2c(C)noc2C)ccc1C	-1.0	59	i	20	2%
COCCN(C(=O)CSc1cc(C)c2ccccc2n1)c1c(N)n(CC(C)C)c(=O)[nH]c1=O	-2.4	54	i	21	9%
COC(=O)c1cc(CNC(=O)c2ccc(S(=O)(=O)N(C)c3ccccc3)cc2)ccc1OC	-1.8	61	i	23	1%
Cc1ccc(S(=O)(=O)N2CCOCC2)cc1NC(=O)COC(=O)CCc1c[nH]c2ccccc12	0.5	72	i	21	-1%
Cc1ccc(-c2noc(CCC(=O)NCc3ccccc3CN3CCOCC3)n2)cc1	-0.1	53	i	31	6%
Cc1ccc(/C=C/C(=O)OCC(=O)NC(=O)NCc2ccco2)cc1	1.2	87	i	29	2%
CCOc1ccc(S(=O)(=O)N2CCCCC2)cc1NC(=O)c1cccnc1OCC	9.6	63	i	53	4%
O=C(NC1CCC(O)CC1)C1CCN(S(=O)(=O)c2c(Cl)cccc2Cl)CC1 (stereo not given)	-1.9	72	i	35	2%
CC(=O)N/C(=C\c1ccccc1)C(=O)OCC(=O)NC1CCS(=O)(=O)C1 (stereo not given)	-1.4	60	i	33	3%
Cc1cc(N2CCN(C)CC2)nc2ccc(NC(=O)CCC(=O)NCCC3=CCCCC3)cc12	2.3	66	i	44	1%
CCOc1cc(C(=O)Nc2ccccc2N2CCOCC2)ccc1OCC(=O)N1CCOCC1	-1.9	63	i	24	1%
Cc1noc(C)c1NC(=O)Nc1ccc2c(c1)CC(=O)N([C@H](C)CO)C[C@@H](C)[C@H](CN(C)CC1CCCCC1)O2	-0.5	59	i	10	9%
O=C1C(Cc2ccccc2)Nc2ncnc(N3CCCCC3)c2N1Cc1ccc(Br)cc1 (stereo not given)	18	43	i	20	4%
COc1ccc(CCNC(=O)COC(=O)CSc2ccc([N+](=O)[O-])cc2)cc1OC	-2.3	55	i	40	3%

Quoted from the listing:
Under NTR1 ag cell count 20 µM, Cc1ccccc1SCC(=O)OCC(=O)N1CC(=O)Nc2ccccc21 has 47
Under NTR1 ag cell count 20 µM, COc1cc2c(C#Cc3cccnc3)c(-c3ccsc3)oc(=O)c2cc1OC has 51
Under NTR1 ag cell count 20 µM, CNC(=O)COC(=O)C1CCN(S(=O)(=O)c2ccc3c(c2)OCCO3)CC1 has 63
Under NTR1 ag, CCN(CC)S(=O)(=O)c1cc(NC(=O)COC(=O)c2c(C)noc2C)ccc1C has -1.0
Under NTR1 ag, COc1ccc([C@H]2CC(=O)C=C(/C=C/c3ccccc3)C2)cc1 has 2.0
Under NTR1 ag cell count 20 µM, O=C(COC(=O)c1cccc(O)c1)Nc1ccc(S(=O)(=O)N2CCOCC2)cc1 has 88
Under NTR1 ag, CC(C)CCN(C(=O)c1ccncc1)c1c(N)n(Cc2ccccc2)c(=O)[nH]c1=O has -2.6

Other compounds follow.
SMILES	NTR1 ag	NTR1 ag cell count 20 µM	T cell HTS	T cell HTS vesicle-bound %	MgcRacGAP inhibition
CCOC(=O)C1=C(COC(=O)C(CC)c2ccccc2)NC(=O)NC1C (stereo not given)	0.7	83	i	28	1%
CC(OC(=O)C1CC(=O)N(Cc2ccco2)C1)C(=O)Nc1ccc(F)cc1Cl (stereo not given)	-0.7	53	i	29	8%
Cn1cnc(C(=O)NCc2ccc(CNC(=O)OC(C)(C)C)cc2)c1C(=O)NCc1ccc(CNC(=O)OC(C)(C)C)cc1	2.3	65	i	12	12%
CC1CN(C(=O)c2cc(F)c(F)cc2Cl)CC(C)O1 (stereo not given)	-0.1	52	i	12	1%
CNc1ccc([N+](=O)[O-])cc1	-2.4	53	i	19	4%
O=C(COC(=O)C12CC3CC(CC(Br)(C3)C1)C2)NNC(=O)c1ccccc1	1.8	49	i	36	0%
O=C(COC(=O)c1ccc(Cl)nc1)Nc1cccc(S(=O)(=O)N2CCCCC2)c1	2.2	88	i	11	5%
Nc1c(C(=O)CSc2n[nH]c(-c3ccccc3Br)n2)c(=O)[nH]c(=O)n1C1CC1	-2.0	52	i	24	0%
CSc1nc2ccc(NS(=O)(=O)c3ccc(CNC(C)=O)cc3)cc2s1	-0.8	90	i	48	7%
CCCCn1nc(C(=O)Nc2ccccc2N2CCCC2)c2ccccc2c1=O	18	48	i	18	-5%
COc1ccccc1NC(=O)COC(=O)c1cc([N+](=O)[O-])ccc1N1CCCC1	7.9	57	i	30	4%
COc1ccc(OCCCC(=O)Nc2cccc(S(=O)(=O)N3CCCCCC3)c2)cc1	0.2	80	i	30	9%
N#Cc1ccc(CN2CCN(C(=O)CCNS(=O)(=O)c3ccc(F)c(F)c3)CC2)cc1	-0.1	50	i	42	0%

Compound activity: PubChem, several laboratories

The list is partial. The share of hits here may be higher or lower than overall.
